Screening results (PubChem BioAssay)
TAAR1 antagonist: human TAAR1 antagonism | CHO RD-HGA16 TAAR1, Fluo-8 calcium fluorescence, antagonist | Q96RJ0 | inhibition, % at 3 µM | 360,000 tested, 1.5% active;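 active = inhibition above a per-plate cutoff, the mean inhibition of test compounds on that plate plus 3 SD, cut at about 49% in these data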;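 note: 0% = DMSO plus EC80 beta-PEA response and 100% = DMSO alone without agonist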
Target sequence (Q96RJ0 whole entry, looked up): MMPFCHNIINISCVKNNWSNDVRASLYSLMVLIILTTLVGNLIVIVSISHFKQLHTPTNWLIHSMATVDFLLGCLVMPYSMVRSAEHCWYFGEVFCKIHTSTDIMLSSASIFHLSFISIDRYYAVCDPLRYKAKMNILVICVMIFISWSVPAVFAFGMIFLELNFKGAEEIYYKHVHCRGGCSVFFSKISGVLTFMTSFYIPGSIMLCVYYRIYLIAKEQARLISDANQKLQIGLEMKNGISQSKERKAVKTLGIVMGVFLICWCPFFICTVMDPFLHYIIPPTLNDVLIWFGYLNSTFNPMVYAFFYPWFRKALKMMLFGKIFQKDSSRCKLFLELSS
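Assay system: CHO-derived RD-HGA16 cells stably expressing human TAAR1 plus Gα16. Timing: 140 s kinetic read after compound, 140 s after agonist. Technique: kinetic Fluo-8 calcium fluorescence measurement. Measure: % inhibition of agonist calcium response.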
M1 PAM: positive allosteric modulators of human M1 muscarinic receptor. P11229. CHO-K1 hM1, Fluo-8 calcium fluorescence, ACh EC20; 0% = ACh EC20, 100% = maximal ACh. activation, % at 3 µM. 360,000 tested, 0.088% active; in the data active = activation above about 19%, passing the limit was not always enough
Target sequence (P11229 whole entry, looked up): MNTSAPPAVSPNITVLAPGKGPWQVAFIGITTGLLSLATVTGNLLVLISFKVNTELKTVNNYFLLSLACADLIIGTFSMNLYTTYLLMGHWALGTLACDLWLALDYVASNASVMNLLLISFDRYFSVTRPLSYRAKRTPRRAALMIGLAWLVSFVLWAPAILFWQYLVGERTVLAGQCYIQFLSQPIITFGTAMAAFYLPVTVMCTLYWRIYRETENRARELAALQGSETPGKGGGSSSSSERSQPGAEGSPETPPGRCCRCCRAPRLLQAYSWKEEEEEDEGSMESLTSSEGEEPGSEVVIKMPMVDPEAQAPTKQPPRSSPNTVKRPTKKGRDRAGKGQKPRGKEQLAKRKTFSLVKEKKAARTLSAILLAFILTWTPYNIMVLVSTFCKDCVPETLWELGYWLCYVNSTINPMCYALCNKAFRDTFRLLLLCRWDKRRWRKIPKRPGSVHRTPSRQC
M1 ag: agonists of human M1 muscarinic receptor; CHO-K1 hM1, Fluo-8 calcium fluorescence, agonist mode; 0% DMSO, 100% acetylcholine EC100; activation, % at 3 µM; 360,000 tested, 0.33% active; AID 588814;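 active = activation above the run's mean compound activation plus 3 SD, cut at about 16% in these data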;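 note: peak over basal fluorescence ratio within a 140 s kinetic read after compound addition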
M1 antag: blocks human M1 muscarinic receptor | P11229 | CHO-K1 hM1, Fluo-8 calcium fluorescence, ACh EC80 antagonist | inhibition, % at 3 µM | 360,000 tested, 1.3% active;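 active = percent inhibition above its own plate's cutoff, namely the mean of that plate's compound wells plus 3 SD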;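 note: peak over basal fluorescence ratio during 140 s after agonist addition; 0% = ACh EC80 plus DMSO and 100% = DMSO alone without agonist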
M1 PAM parental: M1 PAM counterscreen hit in parental CHO-K1 cells; ATP EC20, Fluo-8 calcium fluorescence; 0% at ATP EC20, 100% at ATP max; activation, % at 3 µM; 360,000 tested, 0.02% active;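 active = activation above the run cutoff, the mean activation of all test compounds plus 3 SD, cut at about 40% in these data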;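 note: peak over basal fluorescence ratio in a 140 s read after ATP addition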
CHO-K1 Ca antag: M1 antagonist counterscreen hit in parental CHO-K1 cells. 360,000 tested, 0.6% active. AID 602250. inhibition, % at 3 µM. ATP-induced calcium, Fluo-8 fluorescence;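 active = inhibition above a per-plate cutoff, the plate's mean sample inhibition plus 3 SD, cut at about 24% in these data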;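 note: 0% = DMSO plus EC80 ATP and 100% = DMSO alone without ATP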
M1 ag parental: nonselective activator or artifact in parental CHO-K1 cells; Fluo-8 calcium fluorescence; scaled to maximal ATP response, vehicle zero; activation, % at 3 µM; 360,000 tested, 0.48% active; in the data active = activation above about 15%;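 note: untransfected CHO-K1 host cells lacking M1 receptor as counterscreen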
CHO parental Ca: counter-screen: ATP calcium response change in parental CHO cells. 330,000 tested, 0.63% active. parental CHO-K1, ATP-induced calcium, Fluo-8 fluorescence. inhibition, % at 5.6 µM. AID 463079;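 active = inhibition above that plate's mean sample inhibition plus 3 SD, cut at about 26% in these data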;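 note: 0% = ATP-challenged DMSO wells and 100% = DMSO wells without ATP; some compounds past the cut are filed as inactive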
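Material – parental CHO cells · Reagent – ATP stimulus · Compound – single nominal dose of 5.6 µM per compound · Detection – Fluo-8 fluorescence · Read-out basis – percent inhibition of calcium signal · Controls – ATP-challenged DMSO wells low, unchallenged DMSO wells high · Repeats – no replicates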
TAAR1 agonist: agonists of human TAAR1; Q96RJ0; 360,000 tested, 0.99% active; activation, % at 3 µM; AID 624467; CHO RD-HGA16 TAAR1, Fluo-8 calcium fluorescence; vehicle wells 0%, saturating PEA agonist 100%;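 active = activation above the mean activation of all test compounds in the run plus 3 SD, cut at about 38% in these data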
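Assay system – CHO-derived RD-HGA16 cells with stable Gα16 and human TAAR1 · Compound dosing – one-point dosing at 3 µM (nominal) · Incubation – 17-24 h seeding, 75 min 37 °C dye, 30 min RT · Measured by – kinetic Fluo-8 calcium fluorescence · Control set – DMSO vehicle as 0%, PEA at EC100 as 100% · Repeats – single well for each compound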
Numbers without * were called inactive; . = no result given.

Start of the listing, in advance (3 entries):
SMILES	TAAR1 antagonist	M1 PAM	M1 ag	M1 antag	M1 PAM parental	CHO-K1 Ca antag	M1 ag parental	CHO parental Ca	TAAR1 agonist
Cc1cc(NC(=O)/C=C/c2cccc(Cl)c2)n(-c2nc3ccccc3[nH]2)n1	-7	12	3	0	21	-6	-0.4	-24	0
CCCC(C(=O)NC1CCCC1)N(C(=O)Cn1nnc(-c2ccc(C)o2)n1)c1ccccc1OC (stereo not given)	.	5	-7	-6	7	-18	0.3	-10	.
O=C(Cn1cnc2ccccc2c1=O)NCc1ccc2c(c1)OCO2	-10	2	-2	-2	14	-1	1.2	-16	0

All compounds of this part, from the first entry:
SMILES	TAAR1 antagonist	M1 PAM	M1 ag	M1 antag	M1 PAM parental	CHO-K1 Ca antag	M1 ag parental	CHO parental Ca	TAAR1 agonist
Cc1cc(NC(=O)/C=C/c2cccc(Cl)c2)n(-c2nc3ccccc3[nH]2)n1	-7	12	3	0	21	-6	-0.4	-24	0
CCCC(C(=O)NC1CCCC1)N(C(=O)Cn1nnc(-c2ccc(C)o2)n1)c1ccccc1OC (stereo not given)	.	5	-7	-6	7	-18	0.3	-10	.
O=C(Cn1cnc2ccccc2c1=O)NCc1ccc2c(c1)OCO2	-10	2	-2	-2	14	-1	1.2	-16	0
COc1ccc(OC)c(C2CC(=O)C3=C(C2)NC(=O)CC3c2ccc(O)c(OC)c2)c1 (stereo not given)	7	6	-3	-4	15	-10	1.4	-24	7
O=C(CCNC(=O)Cn1cnc2ccccc2c1=O)NCC1CCCO1 (stereo not given)	-8	5	-2	-6	17	-4	-0.3	-8	0
O=C1OC(c2ccccc2)(c2ccc(O)cc2)c2ccccc21 (stereo not given)	14	5	-2	-10	-20	8	-0.7	.	3
CN1CCN(c2ccccc2NC(=O)c2ccc(N3CCCC3)c([N+](=O)[O-])c2)CC1	16	-7	-8	-1	0	-7	2.6	-24	8
Cc1[nH]c(C)c(S(=O)(=O)N2CCCCC2)c1C(=O)N1CCCC1	-23	8	-5	-11	25	-17	1.6	-6	4
Cc1cnc(C(=O)NC2CC(C)(C)Cc3c2cnn3-c2cccc(F)c2)cn1 (stereo not given)	-36	-3	-2	4	-3	-4	-0.2	-7	-1
COc1cccc(NC(=O)c2oc3ccccc3c2NC(C)=O)c1	.	-3	-3	9	-13	8	0.4	4	.
COc1cccc2cc(-c3cn4ccc(C)cc4n3)c(=O)oc12	-1	9	-3	-19	23	-16	0.0	-3	2
CCC1CCCCN1CCCNC(=O)c1ccc(CS(=O)(=O)c2ccc(Br)cc2)o1 (stereo not given)	-11	-16	-2	29	1	-3	3.4	-18	0
Cc1occc1-c1nnc(SCC(=O)c2ccc3c(c2)OCCO3)n1CC1CCCO1 (stereo not given)	-5	8	-2	-11	-2	0	0.5	-20	0
Cc1ccc2[nH]c(=O)c(CN(Cc3ccccc3)Cc3nnnn3C3CCCC3)cc2c1	8	5	-3	-10	-1	-3	0.8	-23	12
Cn1nnc(NC(=O)CSc2ncn[nH]2)n1	3	10	-2	-9	12	-16	0.7	-6	2
O=C1CN(c2ccc(F)cc2)C(=S)N1c1ccccc1	-18	4	-5	-9	8	-5	1.5	-7	5
CC1CCc2sc(C(=O)N(C)CC(=O)Nc3ccc(N4CCOCC4)cc3)cc2C1 (stereo not given)	-28	6	-2	-5	12	8	2.6	-20	-1
COc1ccc(C2C(O)C(c3c[nH]c4ccccc34)=NN2C(=O)CCl)cc1 (stereo not given)	15	13	-1	-11	9	-13	1.1	-6	3
CC1CCCCC1NC(=O)CSc1nnc(-c2ccccc2)n1N (stereo not given)	11	6	-4	-7	18	0	0.2	-16	2
Cc1ccc(SC(=O)COc2ccccc2C)cc1	21	3	-2	-5	20	-13	0.7	-2	4
O=C(NC(=S)Nc1ccc(Cl)cn1)C12CC3CC(CC(C3)C1)C2	0	5	-7	-6	10	-3	-0.3	-16	1
Cc1ccc(S(=O)(=O)NCCC(=O)N2CCCC(C)C2)cc1 (stereo not given)	6	-2	-1	0	2	-4	0.7	-13	1
O=C(CCN1CCOCC1)NCc1ccccc1	2	3	-4	-3	8	2	0.7	-13	0
NC(CC(=O)O)c1ccc(F)cc1 (stereo not given)	-21	9	-5	-6	21	-12	0.6	5	1
CCCCN(C(=O)c1cccc(S(=O)(=O)N2CCN(C)CC2)c1)c1c(N)n(CC(C)C)c(=O)[nH]c1=O	0	6	0	-23	5	-7	1.1	.	1
Cc1onc(-c2ccccc2)c1C(=O)OCC(=O)Nc1ccccc1Cl	-7	-4	-4	-2	-1	-6	0.2	.	-2
Cc1nnc(SCC(=O)N2CC(C)OC(C)C2)n1-c1ccccc1 (stereo not given)	-5	13	-2	-14	4	3	0.6	1	3
O=C(Nc1ccccc1Cl)c1ccccc1	-16	9	-6	-5	11	-10	-0.1	4	4
c1ccc2oc(-c3[nH]ncc3CN3CCSCC3)cc2c1	12	12	0	-12	8	-12	1.5	-13	1
O=C1C2C3C=CC([C@@H]2C(=O)N1Cc1cccnc1)C31CC1 (stereo not given in full)	-4	4	-7	-7	29	-14	0.5	-1	8
COC(=O)C1=[N+]([O-])OC(C(=O)OC)C1c1c[nH]c2ccccc12 (stereo not given)	-2	13	1	-23	8	-11	-0.1	2	5
CC1CCN(S(=O)(=O)N2CCCC(C(=O)NCc3ccccc3Cl)C2)CC1 (stereo not given)	-42	4	-4	3	-12	6	0.7	2	4
CCCCC[C@@H]1CCCCC[C@@H](O)C[C@@H](O)[C@@H](O)/C=C/C(=O)O1	-4	.	.	.	12	-11	0.2	.	0
CCCC(=O)N(c1ccc2oc(=O)sc2c1)S(=O)(=O)c1cccs1	-5	11	-3	-38	18	-6	0.7	-5	1
CCN(CC)CCN(Cc1cc2cc(C)cc(C)c2[nH]c1=O)C(=S)NCc1ccco1	2	-1	-12	-4	21	-11	0.0	-28	9
COc1ccc(CNC(=S)NC2CCCCC2)cc1	-11	13	0	-13	11	-4	1.4	3	-1
O=C(Cn1[nH]c(=O)c2ccccc2c1=O)NCC1COc2ccccc2O1 (stereo not given)	-12	1	0	-1	14	-15	0.7	-26	4
CC(=O)c1c(O)c2ccccc2n(C2CCCCC2)c1=O	-19	4	-3	-3	2	-7	3.7	-1	-2
NC(=O)C1CCCN(CC(=O)Nc2cc(S(=O)(=O)N3CCOCC3)ccc2N2CCCC2)C1 (stereo not given)	-8	6	-3	-5	6	-7	-0.2	3	0
O=C(C1CCN(c2ccc(N3CCOCC3)nn2)CC1)N1CCN(c2ccc(F)cc2)CC1	.	6	-9	-7	15	-15	0.0	-10	.
COCC(=O)Nc1nnc(-c2ccc(C(C)(C)C)cc2)s1	1	11	4	-9	3	-9	3.4	-9	14
COc1cc(CCCN2C(N)=NC[C@@H]2c2ccccc2)cc(OC)c1OC	3	13	-9	-8	28	-13	-0.4	-8	3
COc1nc(NCc2cccnc2)nc(OC)n1	15	5	-3	0	25	-6	0.4	-1	0
Cc1coc2c(C)c3oc(=O)c(CCC(=O)N[C@H](C(=O)O)C(C)C)c(C)c3cc12	-21	10	0	-11	-9	6	-0.4	.	1
CCn1c(SCC(=O)OC(C)C)nnc1-c1ccccc1OC	3	7	-4	-2	16	-14	0.5	-5	0
Cc1[nH]c2ccccc2c1C(=O)CSCC(=O)O	9	7	-4	-8	15	-3	0.6	2	11
CCOC(=O)COc1ccc(S(=O)(=O)N2CCN(C(=O)OCC)CC2)cc1	1	2	-5	6	14	-2	1.0	-8	7
Cn1c(CNC(=O)CNS(=O)(=O)c2ccc(Cl)cc2)cc(=O)n(C)c1=O	-30	-3	-2	12	2	-4	-0.2	-12	3
ClC1=C(Cl)C(Cl)=C(Cl)C1=C/C=C/c1ccccc1	-22	1	-2	2	16	-11	0.7	-25	0
Cc1ccc(OCC(=O)Nc2nnc(S(=O)(=O)N3CCC(C)CC3)s2)cc1	-11	10	4	-12	-8	-3	2.9	-5	2
COc1c(F)c(F)c(C(=O)Nc2cccc(Cl)c2N2CCOCC2)c(F)c1F	72*	-12	-5	12	16	-6	1.1	-25	23
O=C(CCS(=O)(=O)c1ccccc1)N1CCN(c2ccc(F)cc2)CC1	-10	3	-5	-1	-6	3	0.5	2	1
CC(C)CC(=O)N(c1ccc(F)cc1)C1C=CS(=O)(=O)C1 (stereo not given)	1	6	-3	-6	13	-23	0.7	-1	6
Fc1ccc(-c2csc3ncnc(Cl)c23)cc1	11	-3	-7	3	27	-16	-0.2	-1	3
CCOC(=O)[C@@H]1[C@H]2COc3ccc(Br)cc3[C@@H]2N2C(=O)N(c3ccc(C)cc3)C(=O)[C@]12C	0	-6	-8	9	-15	1	-0.7	-29	-1
CCC(=O)N1Cc2cc(C(=O)Nc3nccs3)nc(-c3cccc(-c4ccccc4OC)c3)c2[C@@H]1CCO	73*	.	.	.	2	6	5.5	.	11
COc1ccc(-c2nc(CN(C)C(C)c3ccon3)c(C)o2)c(C)c1C (stereo not given)	7	8	-10	3	12	2	1.0	-32	-1
CN(Cc1ccccc1)c1ccc2nnc(-c3ccccc3)n2n1	-15	6	2	4	4	4	0.6	-15	-1
COc1ccc(NC(=O)CCNS(=O)(=O)c2cc(Br)ccc2Br)cc1S(N)(=O)=O	1	3	-3	-2	18	-7	-0.4	-8	2
C=CCN1C(=O)/C(=c2\sc3nc(=O)c(Cc4ccccc4Cl)nn3c2=O)c2ccccc21	-39	8	-6	-7	5	-8	0.6	-20	8

Whole records, quoted from the list. Order of screens: TAAR1 antagonist | M1 PAM | M1 ag | M1 antag | M1 PAM parental | CHO-K1 Ca antag | M1 ag parental | CHO parental Ca | TAAR1 agonist
Entry for COc1ccc(-c2nc(CN(C)C(C)c3ccon3)c(C)o2)c(C)c1C (stereo not given) = 7 | 8 | -10 | 3 | 12 | 2 | 1.0 | -32 | -1
Entry for COc1c(F)c(F)c(C(=O)Nc2cccc(Cl)c2N2CCOCC2)c(F)c1F = 72* | -12 | -5 | 12 | 16 | -6 | 1.1 | -25 | 23

The results go on.
SMILES	TAAR1 antagonist	M1 PAM	M1 ag	M1 antag	M1 PAM parental	CHO-K1 Ca antag	M1 ag parental	CHO parental Ca	TAAR1 agonist
CC(C)CCNC(=O)C1CC2Cn3c(nc4cc(Cl)c(Cl)cc43)C2N1C (stereo not given)	17	2	-4	-4	9	-17	5.0	-13	7
Cn1c(SCc2cccc([N+](=O)[O-])c2)nc2c(c1=O)SCC2	0	-9	-4	15	1	15	11	6	-1
CNc1cncc(-c2c(OC)cccc2OC)n1	-18	7	0	-17	15	-15	0.6	.	1
O=c1cc(-c2ccc(O)cc2)oc2ccccc12	-6	-1	-5	-6	12	-4	0.9	-10	1
COc1cc2c(cc1OC)C(c1ccccc1[N+](=O)[O-])=NCC2	-26	4	-4	-8	-7	14	-0.4	.	1
Clc1ccccc1CSc1cnnc2ccccc12	-12	-10	-9	11	2	-15	-0.3	.	18
CCCn1c(SCC(=O)NCc2ccccc2)nnc1-c1ccncc1	3	8	-3	-14	15	-10	0.5	-3	11
